Wnt act = Wnt/beta-catenin pathway activation. AID 743398. Wnt/beta-catenin reporter cell assay, activator, plate reader. actives 1.2% (n = 300,000). activation, % at 9.35 µM; in the data active = activation above about 30%, passing the limit was not always enough; inconclusive = no clear call, values can overlap the other calls;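 also: 0% = neutral control wells and 100% = positive control wells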
HTR5A ag = counter-screen for OPRM1-OPRD1 agonists: human HTR5A agonism | HTR5A agonist assay, luminescence, cell-based | activation, % at 9.3 µM | actives 0.61% (n = 340,000) | P47898; in the data active = activation mostly above about 9.5%, no sharp cut-off; inactive = mostly below about 7.6%;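 also: 0% = cells with vehicle only and 100% = reference agonist; strong numbers were not always called active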
Target sequence (P47898 whole entry, looked up): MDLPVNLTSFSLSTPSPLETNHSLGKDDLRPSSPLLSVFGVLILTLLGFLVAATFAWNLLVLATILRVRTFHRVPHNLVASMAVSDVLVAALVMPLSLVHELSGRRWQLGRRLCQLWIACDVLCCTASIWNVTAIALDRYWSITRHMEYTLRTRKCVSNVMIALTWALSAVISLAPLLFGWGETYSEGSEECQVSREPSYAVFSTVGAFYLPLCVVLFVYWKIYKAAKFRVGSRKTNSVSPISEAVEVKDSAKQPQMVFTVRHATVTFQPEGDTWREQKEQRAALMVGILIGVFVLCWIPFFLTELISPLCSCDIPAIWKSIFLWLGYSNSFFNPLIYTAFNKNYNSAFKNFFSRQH
CDK5 p35 inh = CDK5/p35 (human) kinase inhibition. Recombinant CDK5/p35, ADP-Glo luminescence, 60 min. inhibition, % at 10 µM. AID 488839. actives 0.01% (n = 330,000);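 active = highest replicate inhibition of at least 50% and at least 75% of replicates reaching 50%; inconclusive = only one of the two criteria met; inactive = both criteria failed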;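 also: plate controls were DMSO neutral control for no effect and GW8510 at 10 µM for full effect; many of its hits are not listed in these tables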
MITF act = activators of MITF-driven TRPM1 promoter activity in SK-MEL-5 cells; actives 0.75% (n = 300,000); AID 588334; SK-MEL-5 TRPM1-promoter luciferase, 24 h; % of positive control, neutral wells = 0; activation, % at 12.5 µM;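 active = mean activation of at least 80% with every replicate also reaching 80%; inconclusive = mean reaches 80% but some replicate falls short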;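 also: 0% = neutral control wells and 100% = parthenolide positive control wells; values of inactives mirror those of a sister screen read the other way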
dFosB act = mouse delta FosB homodimer activation | actives 0.99% (n = 340,000) | activation, % at 25 µM | P13346 | AID 493131 | purified delta FosB, TAMRA-CDK5 oligo fluorescence polarization; percent of positive-control signal above neutral wells;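 active = mean activation above about 17%, with every replicate also reaching it, limit read from the data, passing the limit was not always enough; inconclusive = only one of the two conditions met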;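 also: fluorescence polarization rise as delta FosB binds a TAMRA Cdk5 AP-1 oligo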
Target sequence (P13346 whole entry, looked up): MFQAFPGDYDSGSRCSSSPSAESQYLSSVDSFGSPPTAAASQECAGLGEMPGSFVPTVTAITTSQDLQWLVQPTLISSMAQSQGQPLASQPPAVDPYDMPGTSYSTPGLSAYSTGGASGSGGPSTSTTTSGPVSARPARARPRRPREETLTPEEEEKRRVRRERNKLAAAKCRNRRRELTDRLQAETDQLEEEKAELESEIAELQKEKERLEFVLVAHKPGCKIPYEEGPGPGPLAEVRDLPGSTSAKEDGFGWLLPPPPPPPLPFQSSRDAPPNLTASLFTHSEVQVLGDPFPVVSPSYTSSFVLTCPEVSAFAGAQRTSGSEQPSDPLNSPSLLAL
SR-BI uptake up = activators of SR-BI mediated HDL lipid uptake; CHO ldlA[mSR-BI] cells, DiI-HDL uptake fluorescence, 3 h; 100 = double the neutral-control signal; activation, % at 12.5 µM; actives 0.096% (n = 320,000);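 active = mean replicate activation of at least 60% and every replicate at or above 60%; inconclusive = mean or all-replicate condition met, but not both; inactive = mean below 60% and not all replicates reaching 60%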;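 also: 0% = median plate neutral-control signal and 100% = twice that signal; values of inactives mirror those of a sister screen read the other way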
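Assay system: CHO ldlA[mSR-BI] cells, LDL receptor-null, SR-BI overexpressing; medium: Ham's F12 with 0.5% BSA, HEPES 25 mM, pH 7.4; also added: DiI-HDL 10 µg/mL; timing: 3 h uptake period with compound, 37 °C; signal: DiI fluorescence, bottom read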
PvdQ acylase = blocks Pseudomonas aeruginosa PvdQ acylase activity | inhibition, % at 10 µM | actives 0.063% (n = 340,000) | purified PvdQ acylase, fluorescence plate reader; in the data active = inhibition above about 30%, passing the limit was not always enough; inconclusive = no clear call, values can overlap the other calls;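 also: 0% = vehicle neutral wells and 100% = reference inhibitor wells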
RTF Ca sens act = increases calcium sensitivity of human cardiac regulated thin filaments | IANBD-labeled TnC RTF fluorescence at EC20 calcium; 0% EC20 calcium, 100% full calcium | actives 0.24% (n = 340,000) | activation, % at 7.2 µM | P19429+P45379 | AID 493008;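 active = activation above the mean over all tested compounds plus 3 SD, cut at about 30% in these data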;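 also: rise in fluorescence read as greater calcium sensitivity of cardiac thin filaments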
SR-BI HDL uptake = inhibitors of mouse SR-BI mediated HDL lipid uptake | Q61009 | ldlA[mSR-BI] CHO cells, DiI-HDL uptake fluorescence, 3 h | inhibition, % at 12.5 µM | actives 0.96% (n = 320,000) | AID 488896;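 active = mean replicate inhibition of at least 70% and a set share of replicates each scoring 70 or more; inconclusive = meets just one of the two criteria; inactive = fails both criteria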;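 also: 0% = median of neutral control wells and 100% = median of positive control wells; values of inactives mirror those of a sister screen read the other way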
Rtt109 Vps75 = C. albicans Rtt109 histone acetyltransferase inhibition; Q5AAJ8; purified Rtt109/Vps75, ThioGlo CoA-SH fluorescence, 4 h; inhibition, % at 34.9 µM; actives 0.16% (n = 330,000);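 active = inhibition of at least 50% in every replicate; inconclusive = best replicate reaches 50% inhibition but some replicates fall short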
Target sequence (Q5AAJ8 whole entry, looked up): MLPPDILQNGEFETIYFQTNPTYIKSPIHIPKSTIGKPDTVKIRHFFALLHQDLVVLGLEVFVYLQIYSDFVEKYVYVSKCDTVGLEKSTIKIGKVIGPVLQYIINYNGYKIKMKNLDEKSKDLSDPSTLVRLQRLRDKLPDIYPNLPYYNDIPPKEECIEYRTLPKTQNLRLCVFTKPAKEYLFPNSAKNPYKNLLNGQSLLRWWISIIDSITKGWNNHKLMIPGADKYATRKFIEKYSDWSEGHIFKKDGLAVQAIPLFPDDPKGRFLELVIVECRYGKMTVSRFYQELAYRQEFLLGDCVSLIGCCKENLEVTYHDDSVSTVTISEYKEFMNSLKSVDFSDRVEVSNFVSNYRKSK
An asterisk follows results filed as active; u = inconclusive; x = no result given; & = joins results of further samples; ! = not confirmed by another sample.

Molecule	Wnt act	HTR5A ag	CDK5 p35 inh	MITF act	dFosB act	SR-BI uptake up	PvdQ acylase	RTF Ca sens act	SR-BI HDL uptake	Rtt109 Vps75
O=C(COc1ccccc1Cl)Nc1ccc(N2CCCC2)cc1	-2	3	-0.7	-2	-9	-67	3	0	67	-2
C[C@H](NC(=O)N1CCn2c1nc1ccccc12)C(=O)NC1CCCCC1	-1	x	0.8	-13	-2	28	-2	1	-28	-4
O=C1C(C=Nc2ccccc2O)=C(O)c2ccccc21	36*	15	1.1	16	-11	-52	-7	-2	52	-4
Cc1cc(C)cc(NC(N)=S)c1	2	9	1.1	-2	3	22	-10	0	-22	-4
COc1cccc(-c2nn(-c3ccccc3)cc2CN(C)C(C)c2ccon2)c1 (stereo not given)	0	-4	1.7	24	-1	-32	-2	-5	32	2
C/C(=N\N1CCN(c2ccccc2)CC1)c1ccco1	-2	3	0.7	15	-8	-20	-9	2	20	-7
CCOC(=O)c1c(NC(=O)C(C)N2CCN(S(=O)(=O)c3cccs3)CC2)sc2c1CCC(C)C2 (stereo not given)	x	-3	-1.0	-4	9	-3	-1	-6	3	5
CN(C)CCNC(=O)C1CC(=O)N(c2ccc(F)c(Cl)c2)C1 (stereo not given)	-2	1	1.1	1	-7	25	0	-4	-25	9
CCOC(=O)c1csc(COc2ccc(OC)cc2)n1	1	6	0.3	20	-5	14	-8	10	-14	-3
COC(=O)c1ccccc1NC(=O)c1onc(C)c1Cl	2	-6	-2.2	-7	2	-17	3	-4	17	-9
CCOC(=O)CSc1nsc(SCC(=O)OCC)c1C#N	-2	1	1.7	4	-3	16	10	1	-16	9
Cc1ccc(CCNC(=O)c2ccc3nc4ccc(Cl)cc4c(=O)n3c2)cc1	-17	1	0.4	-4	1	17	6	-5	-17	7
C=CCN1C(=O)/C(=C2/Sc3ccccc3N2C)SC1=Nc1ccccc1C	-3	-1	0.0	3	0	-73	-10	7	u	-6
CCCNC(=O)c1onc(CSc2ccc(Cl)cc2)c1C(=O)NC(C)C	-1	6	1.3	15	-5	6	-8	-6	-6	11
Cc1cccc(N2C(=NC(=O)c3ccccc3)SC3CS(=O)(=O)CC32)c1 (stereo not given)	0	0	0.8	-1	0	19	-12	4	-19	9
CCSc1nnc(NC(=O)C(CC)Oc2ccccc2)s1 (stereo not given)	-3	7	2.1	8	-6	-1	-11	4	1	-14
CCCN(C(=O)Cn1nc(C)c([N+](=O)[O-])c1C)c1c(N)n(Cc2ccccc2)c(=O)[nH]c1=O	2	4	-0.1	-3	18*	-7	8	-11	7	3
CCc1nnc(NC(=O)CSc2nnnn2C)s1	19	5	4.5	-12	-6	19	-15	1	-19	4
CCCC(=O)C1=C(O)C(C(=O)OC)C(C)(C)CC1=Nc1ccc(Br)cc1 (stereo not given)	-1	8	0.7	-4	3	-10	-14	0	10	0
Clc1ccc(OCCCc2nc(-c3cccnc3)no2)c(Cl)c1	-4	2	0.5	6	2	-17	-5	-2	17	-29
CCCc1cc(=O)[nH]c(SCC(=O)Nc2ccc(S(=O)(=O)N3CCCC3)cc2)n1	-7	-1	2.6	-14	0	12	-16	-1	-12	8
COc1ccc2oc(C(=O)OCC(=O)N(C)C3CCCCC3)c(C)c2c1	-3	-4	-0.8	-2	-9	-33	-13	-2	33	-2
O=C(/C=C/c1ccco1)Nc1ccc(-c2nc3ccccc3[nH]2)cc1	-35	3	2.1	-5	-3	-39	-10	3	39	-1
CC(=O)Nc1ccc2c(c1)N(S(=O)(=O)c1cccs1)CCC2	-1	2	0.8	5	-2	9	-20	6	-9	-4
CC(C(=O)Nc1ncc([N+](=O)[O-])s1)N1C(=O)c2ccccc2S1(=O)=O (stereo not given)	-2	-2	-2.6	-3	1	20	0	-1	-20	-3
CC(C)(C)NC(=O)C(c1ccco1)N(C(=O)Cn1nnc(-c2ccc(F)cc2)n1)c1cccc(F)c1 (stereo not given)	-4	3	-0.4	-9	-3	-14	-11	-2	14	-1
COc1ccc(Br)cc1-c1noc(-c2ccccc2)n1	0	3	-3.4	x	27*	-20	-21	-4	20	4
CCOC(=O)c1c(C)c(C(=O)NCCN2CCOCC2)c(C)n1CC	x	3	1.6	0	-2	-4	13	5	4	13
Cc1cccc(NC(=O)CSc2nnnn2C2CCCC2)c1	0	-2	0.7	2	1	-21	10	-3	21	13
O=C(CC(=O)NC1CCCCC1)N/N=C/c1ccc(Cl)cc1	x	6	-0.6	8	-6	28	4	-2	-28	-9
Cc1c(CCOC(=O)CC23CC4CC(CC(C)(C4)C2)C3)sc[n+]1Cc1ccc([N+](=O)[O-])cc1	-8	-6&-8	0.7&-2.6	10&13	-2&-1	36&45	-20&-17	4&-4	-36&-39	64*!
CCn1c(=O)c(C(=O)Nc2ccccc2)c(O)c2ccccc21	-2	5	11	x	-7	0	10	7	0	-15
Cc1ccnc(NC(=O)CN2C(=O)c3ccccc3S2(=O)=O)c1	-1	-3	7.5	-5	-6	13	-12	0	-13	-9
Cc1ccc(S(=O)(=O)N2CCN(C(=O)CN3C(=O)NC(C)(c4ccc(Cl)cc4)C3=O)CC2)c(C)c1 (stereo not given)	0	2	-8.7	4	-26	-32	-7	6	32	4
CC1CCC(NC(=O)c2cccc(S(=O)(=O)N3CCN(C)CC3)c2)CC1 (stereo not given)	-3	4	0.6	31	-7	21	-11	-2	-21	-1
O=C(CCSc1ccccc1)N1CCN(C(=O)c2ccco2)CC1	7	-1	1.7	35	3	20	-17	16	-20	-2
O=S(=O)(NCc1nnc2c(C(F)(F)F)cc(Cl)cn12)c1ccccc1	-3	0	-0.3	-5	0	20	-1	2	-20	2
CC(C)NC(=O)CN(C(=O)CCC(=O)Nc1nccs1)c1ccc(C(C)C)cc1	-1	-1	-1.2	x	-5	19	-12	2	-19	-2
Cc1cccc(N2CCN(C(=S)NCc3ccco3)CC2)c1C	-2	-1	-2.7	17	-3	-16	-6	0	16	1
NC(=O)Cn1cc(/C=N\NS(=O)(=O)c2ccc(Cl)cc2)c2ccccc21	1	1	-1.7	-15	-3	11	0	-5	-11	3
CC(C)c1csc(CN2CCN(Cc3ccc(F)cc3)C(CCO)C2)n1 (stereo not given)	x	-7	-1.7	-5	-2	14	-9	3	-14	4
CC(=O)OC(C(=O)Nc1ccccc1)C(C)S(=O)(=O)c1ccccc1 (stereo not given)	x	0	0.7	3	-6	24	-13	-1	-24	9
COc1ccc(C(C)C)cc1S(=O)(=O)N1CCN(c2ccccc2)CC1	-2	2	1.1	-5	-7	-3	-10	6	3	-5
O=C(NCCN1CCOCC1)c1cc(-c2cccc(Cl)c2)on1	0	2	-4.1	1	-9	-8	-7	-2	8	-5
CCc1ccc(NC(=S)N(Cc2ccc(Cl)cc2)Cc2ccc(C(=O)O)cc2)cc1	5	0	-3.8	-9	-13	-35	-6	-4	35	2
Clc1cccc(Cl)c1CON/C=N/c1ncnc2sccc12	-1	-1	-1.0	-12	-1	-19	-2	-6	19	-8
c1ccc(Cn2cc(CN3CCCO3)c(-c3ccc4c(c3)OCO4)n2)cc1	0	-3	-1.4	9	-7	x	-16	-3	x	4
Cn1nc(C(=O)NNC(=O)C(CCC(N)=O)NS(=O)(=O)c2ccc(Cl)cc2)c2ccccc2c1=O (stereo not given)	1	-4	-1.9	3	-5	10	5	-3	-10	-4
COc1ccc(C(C(=O)NC2CCCCC2)N(C(=O)c2sc(C)nc2C)c2ccc(OC)cc2)cc1 (stereo not given)	1	1	-1.4	-14	-5	7	-7	4	-7	-1
CC(=O)c1sc2nc(CSc3nncn3C)[nH]c(=O)c2c1C	-2	1	0.5	-6	-9	-2	4	6	2	-9

More compounds.
Molecule	Wnt act	HTR5A ag	CDK5 p35 inh	MITF act	dFosB act	SR-BI uptake up	PvdQ acylase	RTF Ca sens act	SR-BI HDL uptake	Rtt109 Vps75
O=C(Nc1ccc([N+](=O)[O-])cn1)c1cc(-c2cccc(Cl)c2)nc2ccccc12	x	0	1.2	3	6	-77	-5	-2	77*	-2
CCOC(=O)N1CCN(CC(=O)Nc2ccc(C)c(Br)c2)CC1	x	-2	-0.4	-18	-7	-4	-6	-8	4	-3
CC(C)(C)c1nnc(SCC(=O)Nc2ccc(N3CCCCC3)cc2)n1N	17	1	1.5	45	-8	-27	6	-2	27	4
Cc1ccc(S(=O)(=O)N(CC(=O)N2CCOCC2)c2ccccc2F)cc1	0	5	0.7	-3	-1	x	-14	-2	x	-24
O=C(CN1CCN(Cc2ccccc2)CC1)N/N=C\C=C/c1ccco1	x	1	-2.3	-4	-8	0	9	-2	0	7
COc1ccc(O)c(/C=N/NC(=O)CCC(=O)Nc2ccc(F)cc2)c1	-3	4	-0.1	-5	4	37	-14	-3	-37	-12
CCOc1ccc(/C=C/C(=O)N(C)CC(=O)Nc2cccc(F)c2)cc1OCC	-4	-7	-1.2	-2	-11	-49	-13	8	49	-4
CCOc1ccc2nc(NC(=O)CN3C(=O)C4CCCCC4C3=O)sc2c1 (stereo not given)	16	3	3.6	37	-4	-5	-7	-2	5	-3
O=C(NS(=O)(=O)c1ccccc1)c1ccccc1	x	2	0.8	x	2	24	-4	0	-24	-2
C=CCn1c(SCC(=O)NCC2CCCO2)nnc1C1CCCCC1 (stereo not given)	4	-1	1.0	x	-7	9	-11	5	-9	-4
O=C(CC1C(=O)NCCN1C(=O)Nc1ccc(F)cc1F)Nc1cc(Cl)ccc1Cl (stereo not given)	-1	5	0.2	6	5	-10	-4	5	10	-6
CCCCSc1nc2sc3c(c2c(=O)n1-c1ccc(OC)cc1)CCN(C)C3	-1	2	1.6	-4	-8	7	1	8	-7	-3
CC(=O)c1cccc(NC(=O)Nc2ccc3c(c2)N(C)C(=O)CS3)c1	x	6	1.1	4	0	-47	-12	4	47	-3
Cc1nc2ccccn2c1C(=O)/C=C/c1ccc(F)cc1	x	-2	1.1	-10	-33	-23	2	-4	23	8
O=C(Nc1cccc(C(=O)O)c1)/C(=C\C=C\c1ccccc1)NC(=O)c1ccccc1	0	-5	-0.6	3	-3	31	-7	5	-31	7
CC(/C=C1\SC(=O)N(CC(=O)Nc2cccc(O)c2)C1=O)=C\c1ccccc1	u	-1	0.7	x	24*	-7	0	2	7	3
C=CC(=C)CC(NC)c1ccccc1 (stereo not given)	0	3	0.3	-2	2	4	-7	-1	-4	14
CCOC(=O)c1ccc(NC(=O)N2CCN(S(C)(=O)=O)CC2)cc1	-3	3	0.4	-1	-4	6	4	-8	-6	3
CC(C)Sc1ncnc2[nH]ncc12	1	7	0.8	3	-1	9	2	1	-9	-16

From PubChem BioAssay

Compounds were not picked by outcome; 4.4% or so of the library scored in one or more.
